# Source: PubChem (several laboratories)
# WT yeast gro inh: growth inhibition of WT strain, primary screen, mitochondrial fusion inhibitor project, WT and mutant strains, chemical genetic; mitochondrial fusion phenotypic screen; inhibition, % at 10 µM; actives 2.1% (n = 190,000); AID 1362, 2008; in the data active means inhibition above about 58%; tested in S. cerevisiae
# Rac1 GTP hydrolysis: MgcRacGAP GTPase-activating activity inhibitors, confirmation, biochemical, ADP Hunter fluorescence; AID 624330, 2012; MgcRacGAP-stimulated Rac1 GTP hydrolysis, ADP Hunter fluorescence; higher % means a stronger effect; GST-tagged Rac1 F28L mutant substrate; Rac GTPase-activating protein 1 (Homo sapiens); inhibition, % at 30 µM, or IC50 in µM where a hit was titrated; actives 0.6% (n = 340,000);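 active means first-screen hits whose inhibition reached a set limit at any dose in the follow-up dose series; inconclusive means inhibition above the set first-screen limit but never retested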;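 further: fluorescence reports GDP produced by GAP-driven GTP hydrolysis; strong numbers were not always called active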
# bCat nuc transl: modulators of beta-catenin nuclear translocation, primary screen, imaging, HeLa cells, immunofluorescence, high-content; nuclear translocation activity, % at 5 µM; actives 0.3% (n = 190,000); AID 1665, 2009;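 active means nuclear translocation activity above 50% at 5 µM, with a well cell count of 50 or more; inconclusive means wells under 50 cells across six images, flagged as toxic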;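 further: per-cell ratio of nuclear to cytoplasmic median beta-catenin stain intensity; plate controls were DMSO negative control for no effect and GSK-3 inhibitor IX positive control for full effect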
#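 Read-out: Nuclear/cytoplasmic beta-catenin signal ratio, % activation | Assay system: Human HeLa cell line | Times: 24 h compound exposure at 37°C, 5% CO2 | Signal: Fluorescence imaging of beta-catenin antibody stain plus DAPI | Dosing: 5 µM primary, 0.02–20 µM confirmation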
# PhoP inhibition: inhibitors of PhoP regulon expression, primary screen, Salmonella Typhimurium, GFP reporter (AID 1863); inhibition, % at 50 µM, or IC50 in µM where a hit was titrated; actives 0.16% (n = 300,000); S. Typhimurium PhoP-regulated promoter GFP reporter, 4 h; higher % means a stronger effect;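 active means inhibition over 29.93%, a cutoff 3 SD above the screen mean, later confirmed by dose response; inconclusive means inhibition over 29.93% but no dose response follow-up; inactive means inhibition at most 29.93% or unconfirmed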;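 further: 0% = low Mg2+ inducing control and 100% = high Mg2+ repressing control; strong numbers were not always called active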
# West Nile virus CPE: West Nile virus antiviral activity, cell-based, CPE readout (AID 1621); West Nile virus-infected cells, CPE inhibition; higher % means a stronger effect; actives 0.02% (n = 290,000); CPE inhibition, % at 10 µM, or IC50 in µM where a hit was titrated; in the data active means a potency from the dose series; inconclusive means CPE inhibition mostly from about 3.7% at the one dose, without a potency; inactive means the rest, 99 in 100 with CPE inhibition below about 2.2%; further: strong numbers were not always called active
# RSV antiviral HEp-2: RSV antiviral activity via CPE protection, HEp-2 cells, primary 10 µM value included (AID 2391); one-dose CPE inhibition, % at 10 µM; IC50 in µM for titrated hits; HEp-2 cells, RSV-induced CPE inhibition; higher % means a stronger effect; actives 0.13% (n = 310,000); in the data active means a potency from the dose series; inconclusive means CPE inhibition mostly from about 23% at the one dose, without a potency; inactive means the rest, 99 in 100 with CPE inhibition below about 21%; further: strong numbers were not always called active
# T cell HTS: modulators of CD8 T cell-vesicle binding, primary screen, mouse 2C CD8+ T cells, flow cytometry; 2C CD8+ T cell-vesicle binding; stronger effect = lower value; calls only at 7 µM; actives 0.068% (n = 330,000); AID 2052, 2009;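 active means response, share of CD8 T cells binding vesicles, and their 90th percentile fluorescence all below set limits, cut at about 80% in these data, passing the limit was not always enough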
#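 Also added: QL9-peptide-loaded Drosophila micro-vesicles bearing Ld, ICAM-1 and B7-1; Test system: purified 2C TCR transgenic mouse naive CD8+ T cells; Measured by: cytometric PE anti-B7-1 and Alexa647 anti-CD8 signals after 1% paraformaldehyde fixation; Timing: binding step 1.5 h, 37 °C, antibody labelling 20 min, ice.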
# Myeloid diff 2: induction of myeloid progenitor differentiation, primary screen, cell-based, flow cytometry, MLPCN library; ER-HoxA9 myeloid progenitors, lysozyme-GFP differentiation; calls only at 10 µM; actives 1% (n = 360,000); AID 624256, 2012;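 active means normalized GFP-positive differentiation at or above the plate's own cutoff, the solvent-only control mean plus 3 SD; inconclusive means no clear call, values can overlap the other calls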;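 further: cells exposed to compound for four days before flow analysis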
# SV40 large T antigen: SV40 large T antigen inhibitors, biochemical (AID 1903); SV40 large T antigen ATPase/helicase inhibition assay; higher % means a stronger effect; inhibition, % at 20 µM; hits with a dose series show IC50 in µM; actives 0.39% (n = 310,000); in the data active means a potency from the dose series; inconclusive means inhibition mostly from about 32% at the one dose, without a potency; inactive means the rest, 99 in 100 with inhibition below about 32%; further: strong numbers were not always called active
# WT yeast gro inh mutant strain: also measured in WT yeast gro inh; calls as there; inhibition, %; mitochondrial fusion phenotypic screen, mutant strain inhibition
# bCat nuc transl cell count 5 µM: second read-out of bCat nuc transl, no call of its own (marks repeat the call); cell count; measured here: cell count, cytotoxicity flag
# T cell HTS vesicle-bound %: further read-out of T cell HTS, marked with its call; double positive events, %; measured here: CD8+ vesicle-bound cell fraction;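 binding gate set so that unloaded-vesicle control wells show 10% double positive cells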
# Myeloid diff 2 GFP+ MAC1+ %: also measured in Myeloid diff 2; calls as there; GFP+ MAC1+ double positive, %; measured here: differentiation confirmed by MAC1 staining
# * marks the source's active call; other numbers are inactive results; i = inactive; ? = inconclusive; · = not tested or not shown; + = active, no number; & = joins results of further samples; ! = repeats disagree.
nr	molecule	WT yeast gro inh	WT yeast gro inh mutant strain	Rac1 GTP hydrolysis	bCat nuc transl	bCat nuc transl cell count 5 µM	PhoP inhibition	West Nile virus CPE	RSV antiviral HEp-2	T cell HTS	T cell HTS vesicle-bound %	Myeloid diff 2	Myeloid diff 2 GFP+ MAC1+ %	SV40 large T antigen
1	COc1ccc(N2CCN(C(=O)C3(S(=O)(=O)c4ccc(C)cc4)CC3)CC2)cc1	·	·	5%	·	·	8%	-0.8%	0.2%	i	45	i	0.4	8%
2	COc1cc(OC)cc(C(=O)Nc2nc(-c3ccccc3)c(-c3ccccc3)o2)c1	45	-4	-1%	0.1	492	0%	-0.1%	14%	i	30	i	0.7	11%
3	O=C(O)CCCNC(=O)c1ccccn1	-5	-20	-1%	0.4	593	-5%	0.1%	0.9%	i	41	i	0.3	0%
4	Cc1cc(C)nc(N/N=C/c2ccccc2OCc2ccc([N+](=O)[O-])cc2)n1	15	7	7%	1.3	509	15%	-1.3%	6.4%	i	58	i	0.5	7%
5	Cc1cc(C)nc(NCC(O)CNc2ccccc2C)n1 (centres undefined)	-17	15	7%	1.6	1372	-8%	-0.1%	3.6%	i	52	i	0.2	5%
6	Nn1c(SCc2ccc([N+](=O)[O-])cc2)nc2ccccc2c1=O	·	·	8%	·	·	0%	0.4%	0.5%	i	34	i	0.3	-4%
7	COc1ccc(C(=O)C[n+]2ccc(C)cc2)cc1	7	9	5%	4.2	457	4%	-0.1%	1.0%	i	53	i	0.2	21%
8	O=C(CSc1ncnc2c1nnn2Cc1ccccc1F)NCC1CCCO1 (centres undefined)	·	·	9%	·	·	2%	0.3%	0.2%	i	58	i	1.5	8%
9	CC(=O)Oc1cccc(/C=C2\C=C(c3ccc(C)cc3)OC2=O)c1	12	34	-4%	-0.3	1556	3%	-0.5%	0.8%	i	51	i	0.5	21%
10	C#CCOc1ccc(/C=C2/C(=O)ON=C2C)cc1OCC	·	·	14%	·	·	4%	-0.1%	1.9%	i	57	i	0.9	19%
11	Nc1c2c(nc3ccccc13)CCCC2	-1	-1	10%&13%	·	·	-11%&-16%	0.1%	0.0%&-1.1%	i	20&26	i	1.3&3.3	-1%&2%
12	COC(=O)[C@H](CCSC)NC(=O)Nc1cc(OC)cc(OC)c1	·	·	4%	-0.2	1417	-4%	0.0%	2.6%	i	38	i	0.5	6%
13	Cc1c(C(=O)NCCCN2CCOCC2)sc2nc(-c3ccc(F)cc3)cn12	11	9	15%	2.2	357	10%	-0.7%	-0.3%	i	62	i	8.6	-4%
14	COc1ccc(OC)c(CCNC(=O)c2cccc(NC(=O)C3=C(C)OCCS3)c2)c1	·	·	14%	·	·	-3%	0.9%	1.1%	i	12	i	3.6	14%
15	O=C(Nc1ccccc1)C1=C(N2CCOCC2)/C(=C/c2cccnc2)CC1	-8	-7	16%	0.2	1212	3%	-0.5%	2.9%	i	17	i	1.0	5%
16	Cn1c(SCCN2CCOCC2)nc2sc3c(c2c1=O)CCCC3	·	·	7%	·	·	-3%	-0.6%	0.9%	i	44	i	0.4	-8%
17	Cc1cccc(CS(=O)(=O)c2cn(CC(=O)N3CCOCC3)c3ccccc23)c1	·	·	-8%	·	·	1%	-0.5%	1.0%	i	4	i	0.7	8%
18	COC(c1ccccc1)c1nnc(CCC(=O)NCCC(C)C)o1 (centres undefined)	16	16	14%	-1.1	999	-1%	0.1%	0.6%	i	57	i	0.3	4%
19	COc1ccc(C(=O)NC2CCCc3c2cnn3-c2ccc(C)c(C)c2)c(OC)c1OC (centres undefined)	·	·	5%	·	·	4%	-0.1%	2.5%	i	4	i	1.6	27%
20	Cc1sc(NC(=O)CSc2nnnn2C2CCCCC2)c(C#N)c1C	75*	5.3*	7%	-0.5	1332	-4%	·	3.1%	i	60	i	0.7	8%
21	CCOc1ccc(CC2CC(=O)NC2=O)cc1 (centres undefined)	4	13	6%	0.6	1131	-5%	0.1%	0.8%	i	32	i	0.8	13%
22	O=C(NCCCNC(=O)c1c(F)cccc1F)c1c(F)cccc1F	·	·	4%	·	·	-1%	0.2%	2.1%	i	50	i	0.7	22%
23	O=C(NCc1cccnc1)c1cccc(NC(=O)c2ccco2)c1	2	-11	1%	-1.0	1237	10%	·	3.2%	i	24	i	1.1	6%
24	CCOCCCNC(=O)c1ccc2c(=O)n(CCCOCC)c(=S)[nH]c2c1	-11	9	-1%	·	·	2%	-0.9%	1.7%	i	30	i	0.5	21%
25	O=C(CCl)Nc1cc(-c2ccccc2)nn1-c1ccccc1	13	30	3%	-6.4	998	-11%	-0.4%	-3.6%	i	16	i	0.4	3%
26	COC(=O)COc1ccc(S(=O)(=O)NCCC2=CCCCC2)cc1	-2	-10	-7%	-2.8	1110	17%	0.1%	0.7%	i	46	i	1.3	8%
27	COc1ccc(S(=O)(=O)Nc2cc(SCC(=O)O)c(O)c3ccccc23)cc1	·	·	-8%	·	·	-5%	0.7%	0.9%	i	13	i	1.6	55%
28	Cc1cccc(C)c1Nc1nnc(SCc2nc3ccccc3c(=O)[nH]2)s1	14	-11	0%	-2.4	947	-7%	-1.4%	1.9%	i	57	i	0.4	3%
29	CC1CCN(Cc2nc3c(c(=O)n(C)c(=O)n3C)n2CCc2ccccc2)CC1	·	·	-9%	·	·	·	0.1%	0.7%	i	54	i	0.0	·
30	CC(C)N(CCNC(=O)c1ccc(OCC2CCCO2)cc1)C(C)C (centres undefined)	·	·	2%	·	·	6%	0.8%	3.5%	i	7	i	2.7	-1%
31	COc1ccc(-c2nc(C#N)c(NCc3ccccc3Cl)o2)cc1OC	10	1	3%	-0.3	1236	-8%	0.5%	8.9%	i	34	i	3.1	19%
32	Cc1ccc(S(=O)(=O)c2c(C)cc(C)nc2N2CCCCC2)cc1	54	11	-8%	-0.2	1543	-4%	-1.3%	·	·	·	i	0.8	9%
33	Cc1ccccc1CNC(=O)c1ccccc1N(C)S(=O)(=O)c1ccccc1	·	·	-12%	·	·	-6%	-0.9%	2.0%	i	20	i	0.7	3%
34	Cc1cccc(NC(=S)N(Cc2ccco2)C(C)c2cccs2)c1 (centres undefined)	72*	48*	1%	0.6	1085	-6%	0.2%	1.1%	i	38	i	0.2	15%
35	O=C(O)C(c1ccccc1)N1C(=O)/C(=C/c2cccs2)SC1=S (centres undefined)	·	·	23%	-0.2	1113	-15%	0.2%	5.5%	i	25	i	0.9	20%
36	O=C(Nc1ccccc1NC(=O)c1csnn1)c1csnn1	-2	-12	3%	0.6	1069	2%	-0.1%	1.2%	i	32	i	0.6	1%
37	Oc1ccc(C=NC2CCCCC2)c(O)c1	14	8	7%	-1.6	1077	20%	1.4%	2.1%	i	31	i	0.0	13%
38	CCCn1c(N)c(C(=O)CSc2nc(C)cs2)c(=O)[nH]c1=O	-6	0	8%	-2.2	1139	-1%	0.0%	-1.3%	i	23	i	0.8	15%
39	O=C(Nc1ccccc1Cl)c1ccc2nc(N3CCOCC3)sc2c1	·	·	13%	·	·	·	-1.0%	7.9%	i	30	i	1.7	·
40	O=[N+]([O-])c1ccc(COP(=O)(O)OCc2ccc([N+](=O)[O-])cc2)cc1	·	·	·	·	·	·	·	1.1%	i	26	+!	3.8*!	24%
41	CS(=O)(=O)N1CCN(C(=O)c2ccc(-c3ccccc3)cc2)CC1	-7	-2	12%	·	·	10%	-0.3%	1.3%	i	39	i	0.7	-1%
42	CC1CC(C)CN(S(=O)(=O)c2cccc3nonc23)C1 (centres undefined)	·	·	6%	·	·	3%	-0.6%	3.2%	i	8	i	1.2	26%
43	COc1ccc(S(=O)(=O)n2nc(OC(=O)c3cccs3)cc2NC(=O)c2cccs2)cc1	9	4	6%	-0.6	1109	-11%	0.3%	0.1%	i	8	i	0.9	3%
44	CC(C)(C)c1ccc(C(=O)NCCC(=O)NCc2ccco2)cc1	·	·	2%	-6.4	1213	·	-0.4%	1.3%	i	4	i	3.9	·
45	Cc1cc(C)nc(Nc2n[nH]c(-c3ccccc3Br)n2)n1	9	4	9%	1.9	982	-12%	0.0%	1.5%	i	51	i	1.2	-2%
46	COc1ccc(C2c3[nH]c4ccccc4c3CCN2CCCn2cccn2)c(C)c1C (centres undefined)	17	-2	4%	0.4	1012	-3%	-1.6%	?	i	47	i	0.4	0%
47	CCOC(=O)CSC1=C(C#N)C(C)C2=C(CCCC2=O)N1 (centres undefined)	-1	9	6%	·	·	-14%	-0.2%	0.5%	i	34	i	0.6	3%
48	CCN(CC)C(=O)c1[nH]cnc1C(=O)Nc1ccccc1	·	·	6%	·	·	·	·	1.9%	i	42	i	1.9	·
49	O=C(Cn1c(-c2ccccc2)c[n+]2ccsc12)c1ccc(Br)cc1	22	31	9%	0.7	1076	6%	1.8%	0.8%	i	63	i	0.4	13%
50	CCOc1ccc(Br)cc1C1=CC(=O)C[C@H](c2ccc(OC)cc2)C1	·	·	2%	·	·	·	·	4.9%	i	60	?	·	·
51	O=C(COc1ccc([N+](=O)[O-])cc1Cl)NCC1CCCO1 (centres undefined)	-1	5	7%	-1.0	1235	-5%	-0.1%	-0.8%	i	21	i	0.8	5%
52	CCOC(=O)N1CCN(C(=O)CN2C(=O)CC(C)(C)S(=O)(=O)c3ccccc32)CC1	-8	2	4%	·	·	-5%	0.1%	2.2%	i	40	i	1.4	13%
